NRP1-CendR mod: modulators of CendR peptide binding to human neuropilin-1 | FAM-RPARPAR peptide binding to NRP-1, fluorescence polarization | inhibition, % at 25 µM | 360,000 compounds, 0.85% hits | AID 602438;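 active = inhibition or corrected inhibition above about 18%, plus a signal ratio from 0.5 to 1.5, limit read from the data, passing the limit was not always enough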; also: strong numbers were not always called active
Target sequence (O14786 whole entry, looked up): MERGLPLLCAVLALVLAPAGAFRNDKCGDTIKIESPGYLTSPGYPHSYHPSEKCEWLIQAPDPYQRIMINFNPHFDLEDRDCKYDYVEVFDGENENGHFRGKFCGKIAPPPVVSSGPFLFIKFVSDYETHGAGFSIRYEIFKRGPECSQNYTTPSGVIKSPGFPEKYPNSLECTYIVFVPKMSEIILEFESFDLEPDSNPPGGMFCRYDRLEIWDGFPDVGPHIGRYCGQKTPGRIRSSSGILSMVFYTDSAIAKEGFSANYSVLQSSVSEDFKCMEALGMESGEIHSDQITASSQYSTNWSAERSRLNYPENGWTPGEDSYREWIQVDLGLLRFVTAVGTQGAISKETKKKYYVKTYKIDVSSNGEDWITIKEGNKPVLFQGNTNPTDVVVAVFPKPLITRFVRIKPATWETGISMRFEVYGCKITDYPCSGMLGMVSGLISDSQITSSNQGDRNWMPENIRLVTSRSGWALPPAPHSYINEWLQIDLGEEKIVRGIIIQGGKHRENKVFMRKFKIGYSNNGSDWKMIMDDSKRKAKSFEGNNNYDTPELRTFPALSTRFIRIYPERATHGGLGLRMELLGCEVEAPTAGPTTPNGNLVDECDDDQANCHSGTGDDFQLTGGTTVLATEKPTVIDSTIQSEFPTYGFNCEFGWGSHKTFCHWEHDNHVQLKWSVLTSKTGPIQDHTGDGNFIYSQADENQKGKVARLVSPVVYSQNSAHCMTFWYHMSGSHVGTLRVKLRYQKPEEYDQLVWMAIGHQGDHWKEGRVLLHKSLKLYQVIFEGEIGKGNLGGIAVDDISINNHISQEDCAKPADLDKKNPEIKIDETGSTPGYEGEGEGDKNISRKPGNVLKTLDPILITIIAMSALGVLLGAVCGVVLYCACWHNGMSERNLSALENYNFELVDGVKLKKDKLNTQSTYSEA
DNMT1 block: inhibitors of human DNMT1. P26358. 360,000 compounds, 0.83% hits. DNMT1 molecular beacon, Hinp1I cleavage, fluorescence. inhibition (reported as % activation of signal), % at 10 µM; in the data active = inhibition above about 50%
SUMO1 PPI mod: SUMO1-SIM interaction modulation | SUMO1 binding to a labelled peptide, TR-FRET, 1 h | 360,000 compounds, 0.33% hits | inhibition, % at 20 µM | AID 602429; in the data active = inhibition above about 37%
Target sequence (P63165 whole entry, looked up): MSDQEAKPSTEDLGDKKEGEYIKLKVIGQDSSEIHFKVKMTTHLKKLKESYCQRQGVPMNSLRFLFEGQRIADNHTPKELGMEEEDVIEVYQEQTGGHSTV
STEP inh: inhibitors of human striatal-enriched phosphatase STEP; inhibition, % at 20 µM; recombinant STEP, OMFP fluorogenic substrate, fluorescence; P54829; 360,000 compounds, 0.25% hits;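 active = inhibition at 20 µM, scaled per plate between control wells, above about 37%, limit read from the data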;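 also: 0% = DMSO with enzyme and substrate and 100% = substrate only without enzyme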
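Measure: Control-normalized % inhibition with plate pattern correction | Test system: STEP phosphatase, cell-free reaction | Medium: pH 6.0 Bis-Tris with DTT and Tween 20 | Technique: Fluorescence, 480/540 nm | Times: Reaction 20 min, ambient temperature | Doses: Single compound dose of 20 µM, 1% DMSO final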
Scp1 inh: blocks human Scp-1 phosphatase activity | Q9GZU7 | inhibition, % at 20 µM | Recombinant Scp1, phosphopeptide, malachite green phosphate absorbance | 340,000 compounds, 0.88% hits;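 active = inhibition above about 50% at 20 µM, limit read from the data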;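 also: plate controls were DMSO wells with enzyme for no effect and wells lacking enzyme for full effect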
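Test system: SCP-1 phosphatase catalytic domain, residues 76-261 | Compound dosing: One concentration, 20 µM, with 1.0% DMSO | Schedule: 45 min room-temperature reaction, 5 min colour, 30 min stabiliser | Detection: Absorbance at 630 nm | Read-out basis: % inhibition of SCP-1 phosphate liberation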
NadD block: blocks S. aureus nicotinate mononucleotide adenylyltransferase. purified NadD enzyme, colorimetric absorbance read-out. inhibition, % at 20 µM. 360,000 compounds, 0.78% hits. AID 602399; in the data active = inhibition above about 26%; also: some compounds past the cut are filed as inactive
LMPTP inh: blocks human LMPTP phosphatase | P24666 | recombinant LMPTP-A, OMFP fluorogenic substrate, fluorescence intensity | inhibition, % at 20 µM | 360,000 compounds, 0.22% hits;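 active = compounds that cut the enzyme signal by at least half of the control window in the single-dose screen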;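 also: plate controls were DMSO wells with enzyme plus substrate for no effect and substrate without enzyme for full effect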
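Test system: LMPTP-A phosphatase enzyme. Amount: LMPTP-A at 0.625 nM final in the reaction. Reagent: OMFP substrate, 400 µM final. Times: 50 min at room temperature. Signal: endpoint fluorescence intensity from OMFP dephosphorylation. Read-out basis: % inhibition. Benchmarks: no-enzyme and uninhibited controls.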
Rpn11 block: Rpn11 (human) deubiquitinase inhibition; O00487; human 26S proteasome, Ub4-pepOG fluorescence polarization; 20S core pre-blocked with epoxomicin; 360,000 compounds, 0.59% hits; calls only at 20 µM;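 active = inhibition at 20 µM, scaled to each plate's controls, above about 33%, limit read from the data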
SKN-1 block: inhibitors of C. elegans SKN-1; inhibition, % at 21.8 µM; 360,000 compounds, 0.49% hits; C. elegans VP596 Pgst-4::GFP/RFP ratio, acrylamide-induced, 24 h;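 active = interference check ratio from 0.5 to 1.5 plus GFP to RFP signal ratio inhibition reaching or exceeding a fixed threshold, cut at about 30% in these data, passing the limit was not always enough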; also: some compounds called inactive have numbers as strong as hits
MT1-MMP act inh: MT1-MMP (human) activation inhibition | GFP/RFP ratio change, % at 20 µM | HT1080 RFP-PRO-GFP cells, GFP/RFP ratio fluorescence, overnight; percent of plate control window, DMSO zero | 360,000 compounds, 0.061% hits | P50281 | AID 651647;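 active = GFP/RFP ratio change of at least 30% with cell ATP level not reduced by more than half and red fluorescence within 50% of control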; also: strong numbers were not always called active
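Assay system: RFP-PRO-GFP reporter HT1080 cells; read-out basis: GFP/RFP fluorescence ratio; benchmarks: DMSO wells and RFP-L50D-GFP cells; doses: 20 µM single dose, 1% DMSO; schedule: overnight cell settling, then overnight compound exposure, 37 °C, 5% CO2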
Starred values were filed as active, the others as inactive; i = inactive; . = no result given.

SMILES	NRP1-CendR mod	DNMT1 block	SUMO1 PPI mod	STEP inh	Scp1 inh	NadD block	LMPTP inh	Rpn11 block	SKN-1 block	MT1-MMP act inh
O=C(CO/N=C/c1ccccc1OC(F)F)N1CCc2ccccc21	7	-9	-2	0	-1	10	-1.0	i	3	3
Cc1nn(Cc2ccccc2)c(Cl)c1C(=O)NCCc1ccc(Cl)cc1	-6	0	-1	-1	-11	-3	-2.5	i	13	0
CC1CCN(c2cc(N(C)CCO)c([N+](=O)[O-])c3nonc23)CC1	-5	-2	-25	7	-6	-2	4.1	i	6	7
CCOC(=O)C(NCCc1ccccc1F)(NC(C)=O)C(F)(F)F (stereo not drawn)	-3	-3	-1	-2	-5	-2	-1.5	i	-2	0
CCn1c(SCC(=O)NC(C)(C)C)nc(O)cc1=O	-7	4	0	1	-3	1	-0.4	i	5	-5
Cc1noc(C)c1COc1ccc(CC(=O)NCc2ccccc2)cc1	0	1	0	1	2	-1	0.1	i	-4	3
COc1cccc(Nc2n[nH]c(=S)s2)c1	1	1	8	0	0	12	-0.8	i	2	1
CCOC(=O)c1c(C)[nH]c(C(=O)OCC(=O)N(CC)c2c(N)n(Cc3ccccc3)c(=O)[nH]c2=O)c1C	-13	-1	-3	-1	0	6	0.6	i	-9	1
O=C(CN1C(=O)c2ccccc2S1(=O)=O)N1CCN(Cc2ccc3c(c2)OCO3)CC1	14	1	-4	-3	-8	6	-1.2	i	-12	-1
COCCCN1C(=O)C(=O)/C(=C(/O)c2ccc(S(=O)(=O)N3CCCCC3)cc2)C1c1ccc(OC)cc1 (stereo not drawn)	6	0	-20	2	4	9	0.0	i	-16	1
Cc1ccccc1CN1CCCC(C(=O)N2CCCCC2)C1 (stereo not drawn)	8	0	-1	1	2	-4	-0.6	i	15	1
O=C1CSC(c2ccccc2F)N1c1ccccc1F (stereo not drawn)	9	2	7	2	-16	-5	-0.9	i	-4	-1
CCCCC(CC)CNC(=O)CN(C)S(=O)(=O)c1cccc2nsnc12 (stereo not drawn)	2	0	-24	0	0	0	0.0	i	4	4
C=CCOc1ccc(C2OC34CCCCC3C(C#N)(C#N)C2(C#N)C(=N)O4)cc1 (stereo not drawn)	7	-8	4	-4	-2	6	0.6	i	50	-31
COc1ccc(N2CCN(C(CNC(=O)c3cccc(Cl)c3)c3cccnc3)CC2)cc1 (stereo not drawn)	6	-2	-1	-3	1	2	-2.2	i	-1	0
Cc1cc2occ(CC(=O)NC3(C)CCS(=O)(=O)C3)c2cc1C (stereo not drawn)	6	-1	8	-2	1	-1	-1.4	i	5	0
CCOc1ccc(C2NC(=O)C(C#N)=C(S)N2c2cccc(C)c2)cc1OC (stereo not drawn)	-9	-2	10	-5	-6	0	0.2	i	8	-4
COc1ccc(Nc2nc(S(=O)(=O)c3ccc(C)cc3)c(Cl)s2)cc1	4	-9	4	-2	-7	-2	3.2	i	5	-5
CN(CC(=O)Nc1ccc(Cl)c(C(F)(F)F)c1)Cc1cc(=O)n2ccsc2n1	1	2	-2	8	-1	3	-0.3	i	-2	-4
CCCCNC(=O)c1ccc(-n2c(=S)[nH]c3ccccc3c2=O)cc1	-2	1	0	1	-12	-6	-0.2	i	-5	2
CSCCC(NC(=O)c1ccc([N+](=O)[O-])cc1Cl)C(=O)OCC(=O)NCC(F)(F)F (stereo not drawn)	-6	6	-19	0	-9	-7	-2.9	i	-8	2
CC(NCC1COc2ccccc2O1)C1COc2ccccc2O1 (stereo not drawn)	-4	0	-3	0	6	-5	-1.4	i	30	3
NC(=NC1CCCCC1)NS(=O)(=O)c1ccccc1	-12	-1	4	-2	-12	-10	-1.4	i	13	1
CSCCC(NC(=O)c1ccc([N+](=O)[O-])cc1Cl)C(=O)OCC(=O)NCCCc1ccccc1 (stereo not drawn)	12	-1	-21	-3	5	1	-2.5	i	-3	5
COc1ccc(OC)c(NC(=O)[C@H]2CC=CC[C@H]2C(=O)O)c1	-4	-2	0	1	-5	-1	-1.6	i	5	-2
c1ccc2c(c1)CCCN2Cc1nnnn1C1CCCC1	-9	-1	-4	7	-13	9	0.5	i	2	-15
N#CC(C#N)C(c1ccsc1)c1c(-c2ccccc2)[nH][nH]c1=O (stereo not drawn)	-6	-15	-6	0	-5	6	0.0	i	30	2
COc1ccc(Cl)cc1NC(=S)NC1CCCC1	3	1	2	0	-4	-8	-0.1	i	10	2
NC(=O)c1ccc(NC(=O)c2cc(S(=O)(=O)N3CCCCC3)ccc2N2CCOCC2)cc1	-6	2	2	-4	-10	-2	0.2	i	-6	-1
CCOc1cc2c(cc1OCC)C(c1ccc(OC)c(OC)c1)N(c1ccc(C(=O)O)cc1)C(=O)C2 (stereo not drawn)	11	-1	-2	-5	-4	-4	0.9	i	4	-2
C[C@H]1COC(=O)[C@H](NC(=O)OCC2c3ccccc3-c3ccccc32)C/C=C\C[C@H](CC(=O)N(CCO)Cc2ccccc2)C(=O)N1	-7	-22	2	4	0	5	-0.5	i	6	-3
CC(C)(C)c1ccc(S(=O)(=O)N2CCN(C(=O)C3CCC3)CC2)cc1	15	2	1	1	-7	-3	-0.5	i	14	2
CCn1c(SCC(=O)NCc2ccccc2)nnc1-c1cccnc1	13	6	0	-2	-1	-2	0.1	i	2	-2
Cc1ccc(S(=O)(=O)N2CCN(C(=O)COC(=O)c3cccnc3Cl)CC2)c(C)c1	3	0	2	1	-6	-2	0.3	i	7	-6
O=[N+]([O-])c1ncccc1OCc1ccc(-c2ccccc2)cc1	-11	-9	-5	0	-13	5	4.0	i	3	7
CCOc1ccccc1CNC(=O)CCCn1ccc2cc(S(=O)(=O)N3CCCC3)ccc21	19	-3	6	-2	-13	-5	1.1	i	7	-1
C/C(=C\C=C\c1ccccc1)C(=O)c1c(C)cc(C)[nH]c1=O	0	-2	-10	2	-1	2	-0.6	i	-1	0
C=CCN(c1ccc(Cl)cc1)S(=O)(=O)c1cccc(C(=O)OCC(=O)N(C)C)c1	5	2	-3	0	-13	-5	-0.4	i	-3	1
CCCNC(=O)NC(=O)CSc1nnc(-c2c[nH]c3ccccc23)o1	0	-4	-1	1	-15	-4	0.8	i	0	1
O=c1c2c3c(sc2nc(NCCOCCO)n1Cc1ccco1)CCCCC3	-11	0	-1	-3	-14	-6	-2.0	i	11	1

Look-ups from the entries so far:
Under NadD block, C=CCN(c1ccc(Cl)cc1)S(=O)(=O)c1cccc(C(=O)OCC(=O)N(C)C)c1 is listed with -5
Under Scp1 inh, CCCNC(=O)NC(=O)CSc1nnc(-c2c[nH]c3ccccc23)o1 is listed with -15
Under LMPTP inh, C/C(=C\C=C\c1ccccc1)C(=O)c1c(C)cc(C)[nH]c1=O is listed with -0.6
Under NRP1-CendR mod, COc1ccc(Cl)cc1NC(=S)NC1CCCC1 is listed with 3
Under NRP1-CendR mod, CCn1c(SCC(=O)NCc2ccccc2)nnc1-c1cccnc1 is listed with 13

The list goes on:
SMILES	NRP1-CendR mod	DNMT1 block	SUMO1 PPI mod	STEP inh	Scp1 inh	NadD block	LMPTP inh	Rpn11 block	SKN-1 block	MT1-MMP act inh
Cc1ccc(F)cc1NC(=O)C1CC(=O)N(CCc2ccccc2)C1 (stereo not drawn)	-2	9	-1	1	7	-3	0.0	i	-3	-1
Cc1cc(C)nc(NS(=O)(=O)c2ccc(NC(=O)Cc3ccccc3)cc2)n1	2	0	0	0	-4	1	-0.2	i	1	-2
NS(=O)(=O)c1ccc(Cl)c(S(N)(=O)=O)c1	2	5	-2	-2	0	-3	-1.7	i	0	1
Cc1ccc(NC(=S)NNC(=O)c2nn(C)cc2Cl)cc1	-3	1	3	1	-8	2	0.4	i	13	-3
Cc1cc(Cl)ccc1C(=O)C1CCCN(C(=O)CN2CCOC2=O)C1 (stereo not drawn)	15	0	-2	-1	-2	8	0.7	i	7	2
Cc1c(C(=O)O)cc(C(C)(C)C)n1CCSCCO	11	0	0	1	-3	-4	-2.5	i	11	1
COc1cc(/C=C/C(=O)OCC(=O)c2ccc(S(=O)(=O)N3CCCCC3)cc2)cc(OC)c1OC	5	12	-9	-3	-8	7	-0.3	i	7	-6
CCN1CCN(C(=O)c2ccc(CS(=O)(=O)Cc3ccccc3C)o2)CC1	-41	5	1	0	-6	1	-1.2	i	15	-3
CCOCCCn1c(-c2ccc(Cl)cc2)n[nH]c1=S	-16	3	5	-3	-2	6	-1.4	i	-11	4
COc1cc(N=Nc2ccc(C(=O)N(C)C)cc2)c(C)cc1N	8	1	-44	2	22	3	2.6	i	-5	17
COc1ccc(-n2nnnc2C(c2cc3ccccc3o2)N2CCN(C/C=C/c3ccccc3)CC2)cc1 (stereo not drawn)	10	-9	-1	3	.	4	4.3	i	5	-2
O=C(N/N=C/c1cc(Br)c(O)c(Br)c1)C1CC1	4	2	-7	1	-7	-1	-3.5	i	6	-2
O=C(NC(=S)N1CCCc2ccccc21)c1ccc(Cl)cc1	9	-21	2	5	-37	4	5.3	i	4	3
COC(=O)C1=C(C)NC(=S)NC1c1ccc(-c2ccccc2C(=O)OC)o1 (stereo not drawn)	8	1	0	1	-17	-3	-0.2	i	9	1
CCOC(=O)[C@]12CCCC=C1N(CCC1=CCCCC1)C(=O)[C@H](CC(=O)NCCCCc1ccccc1)C2	8	.	1	.	.	.	8.0	.	25	-8
CCCCn1c(-c2nonc2NC(=O)c2ccccc2Cl)nc2ccccc21	2	1	8	3	-9	5	5.2	i	-3	3
O=C(NC1CCCCC1)C(CCc1ccccc1)N1CCc2ccccc2C1 (stereo not drawn)	15	1	6	0	.	-2	-0.2	i	14	-2
O=C(NCc1ccncc1)C(=O)Nc1ccc2c(c1)OCO2	5	7	-11	0	-21	2	-1.5	i	4	2
CN1C(=O)[C@H]2[C@@H](c3ccc(C(F)(F)F)cc3)N[C@]3(CCCN(CC4CCCCC4)C3=O)[C@H]2C1=O	-7	1	3	0	.	5	-0.8	i	15	2
Cc1c(Cl)cccc1NC(=O)NCc1ccccn1	-1	-1	1	-3	7	2	-1.3	i	-3	0
CCCCOc1ccc(NC(=O)[C@@H]2CCCN2C(=O)C2CCN(S(=O)(=O)c3ccc(C)cc3)CC2)cc1	7	-2	-5	0	-3	-5	-1.1	i	6	-1
COc1ccc(S(=O)(=O)N2CCCCC2)cc1NC(=O)C1CC1	0	0	-2	-4	-9	0	-1.1	i	-6	-1

Profiles, looked up by structure:
Cc1ccc(F)cc1NC(=O)C1CC(=O)N(CCc2ccccc2)C1 (stereo not drawn) reads NRP1-CendR mod = -2; DNMT1 block = 9; SUMO1 PPI mod = -1; STEP inh = 1; Scp1 inh = 7; NadD block = -3; LMPTP inh = 0.0; Rpn11 block = i; SKN-1 block = -3; MT1-MMP act inh = -1
Cc1c(Cl)cccc1NC(=O)NCc1ccccn1 reads NRP1-CendR mod = -1; DNMT1 block = -1; SUMO1 PPI mod = 1; STEP inh = -3; Scp1 inh = 7; NadD block = 2; LMPTP inh = -1.3; Rpn11 block = i; SKN-1 block = -3; MT1-MMP act inh = 0

From PubChem
